Screening results (PubChem)
LmPK inhibitor: LmPK (Leishmania mexicana) enzyme inhibition; Q27686; actives 0.37% (n = 290,000); Potency, µM (top dose mostly 57.5 µM), inactives show top-dose activity change, negative = inhibition, most hits filed as inhibitors; purified LmPK, Kinase-Glo ATP luminescence, 1 h; note: potency is the fitted concentration of half-maximal effect
Target sequence (Q27686 whole entry, looked up): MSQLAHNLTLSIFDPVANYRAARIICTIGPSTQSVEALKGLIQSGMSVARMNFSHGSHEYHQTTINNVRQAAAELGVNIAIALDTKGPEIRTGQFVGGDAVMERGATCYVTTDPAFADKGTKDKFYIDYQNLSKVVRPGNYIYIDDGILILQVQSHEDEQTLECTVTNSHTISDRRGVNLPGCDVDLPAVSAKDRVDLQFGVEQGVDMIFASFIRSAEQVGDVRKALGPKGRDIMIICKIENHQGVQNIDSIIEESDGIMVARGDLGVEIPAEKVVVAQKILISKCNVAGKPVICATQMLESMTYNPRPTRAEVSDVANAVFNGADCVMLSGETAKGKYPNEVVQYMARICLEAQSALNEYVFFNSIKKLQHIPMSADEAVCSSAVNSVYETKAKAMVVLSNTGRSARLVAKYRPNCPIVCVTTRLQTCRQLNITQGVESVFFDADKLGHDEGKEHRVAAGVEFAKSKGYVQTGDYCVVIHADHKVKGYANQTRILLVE
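Screened at intermediate enzyme activity to detect both inhibitors and activators: LmPK at 0.1 nM, with a 0.5 nM enzyme column as activation reference. PEP 0.5 mM, ADP 0.1 mM; ATP detected by luminescence after 1 h.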
Sm TGR inh: inhibitors of Schistosoma mansoni thioredoxin glutathione reductase; AID 485364; Q962Y6; Potency, µM (top dose mostly 114 µM), for the others: at the top dose activity change, negative = inhibition, hits mostly inhibitors; actives 3% (n = 360,000); purified TGR, DTNB reduction, TNB absorbance 405 nm; note: potency is the fitted concentration of half-maximal effect; nearly all actives have a fitted effect of over 60% in size
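First, TGR (20 nM dispensed) and NADPH were mixed with compound. Second, a 15 min room-temperature incubation followed. Third, further NADPH and then DTNB were added to start the reaction. Finally, TNB absorbance was monitored kinetically.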
Tb PYK inh: blocks Trypanosoma brucei pyruvate kinase; Q57TT1; TbPYK enzyme, Kinase-Glo Plus ATP luminescence, 45 min; Potency, µM (series often up to 76.8 µM), for inactives: top-dose activity, negative = inhibition, usual class: inhibitors; actives 0.12% (n = 410,000); AID 624173; note: potency is the fitted concentration of half-maximal effect; nearly all actives have a fitted effect of over 50% in size
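Screened from lowest to highest concentration, compounds were pinned into TbPYK/substrate mixtures, and ADP (130 uM final) was added. Plates sat at room temperature for 45 min prior to Kinase-Glo Plus detection by luminescence.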
AmpC inh detg: inhibitors of E. coli AmpC beta-lactamase with detergent. P00811. AmpC hydrolysis of nitrocefin, absorbance 480 nm, 0.01% Triton. Potency, µM (series often up to 114 µM), for inactives: at the top dose activity change, negative = inhibition, hits mostly inhibitors. actives 0.041% (n = 370,000). AID 485294;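 note: potency is the fitted concentration of half-maximal effect; 0% = no-compound wells and -100% = no-enzyme wells; nearly all actives have a fitted effect of over 25% in size; some results filed as inactive show a strong effect at the top dose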
Target sequence (P00811 whole entry, looked up): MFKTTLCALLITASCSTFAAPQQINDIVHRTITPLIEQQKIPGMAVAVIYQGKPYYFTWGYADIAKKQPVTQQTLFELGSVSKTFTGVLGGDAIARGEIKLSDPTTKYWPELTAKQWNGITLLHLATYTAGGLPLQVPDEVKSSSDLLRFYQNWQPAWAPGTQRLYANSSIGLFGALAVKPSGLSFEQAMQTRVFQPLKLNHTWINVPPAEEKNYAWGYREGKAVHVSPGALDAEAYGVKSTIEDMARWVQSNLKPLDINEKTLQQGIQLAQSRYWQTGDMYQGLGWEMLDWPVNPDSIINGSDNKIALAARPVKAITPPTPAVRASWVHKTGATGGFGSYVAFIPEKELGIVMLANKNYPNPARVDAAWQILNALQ
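AmpC (5.3 nM in the dispensed reagent) in 20 mM phosphate pH 7.0 with 0.01% (detergent screen) or 0.0001% Triton X-100 was preincubated with compounds for 15 min at room temperature. Nitrocefin was then added from an 800 uM solution, and hydrolysis was followed at 480 nm.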
HCMV antiviral: blocks human cytomegalovirus replication; HFF cells, HCMV-luciferase reporter, 72 h; stronger effect = lower value; activity change, negative = inhibition, % at 57.5 µM; actives 4.5% (n = 410,000); AID 1259415; in the data active = activity change below about -60%; inconclusive = no clear call, values can overlap the other calls; inactive = above about -39%
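Cell-based, HFFs, 1000 cells/well, 16 h 37C; cpds in DMSO + HCMV-luc, MOI 1 PFU/cell; 72 h 37C; OneGlo luminescence after 5 min RT; norm. to buffer vs Salinomycin 10uM.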
AmpC inh no detg: inhibitors of E. coli AmpC beta-lactamase without detergent; P00811; Potency, µM (doses to about 57.1 µM), inactives show at the top dose activity change, negative = inhibition, most hits filed as inhibitors; actives 0.52% (n = 330,000); AmpC nitrocefin hydrolysis, absorbance 480 nm, 0.0001% Triton; AID 485341;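 note: potency is the fitted concentration of half-maximal effect; plate controls were no compound for no effect and no enzyme for full effect; nearly all actives have a fitted effect of over 20% in size; some results filed as inactive show a strong effect at the top dose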
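AmpC (5.3 nM in the dispensed reagent) in 20 mM phosphate pH 7.0 with 0.01% (detergent screen) or 0.0001% Triton X-100 was preincubated with compounds for 15 min at room temperature. Nitrocefin was then added from an 800 uM solution, and hydrolysis was followed at 480 nm.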
AMA1-RON2 inh: disrupts binding of P. falciparum AMA1 to RON2; AlphaScreen AMA1-biotinylated RON2 peptide binding; Potency, µM (series often up to 58.2 µM), inactives show at the highest dose activity change, negative = inhibition, actives largely listed as inhibitors; actives 0.2% (n = 360,000);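 note: potency is the fitted concentration of half-maximal effect; 0% = vehicle wells and -100% = peptide control; nearly all actives have a fitted effect of over 45% in size; some results filed as inactive show a strong effect at the top dose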
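AMA1 (3D7) with his tag at 25 nM final met compounds first, then biotinylated RON2 peptide at 25 nM; detection used donor plus acceptor beads, 10 µg/mL apiece, read by AlphaScreen after 30 min at room temperature.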
* hit, by the source's call; u = inconclusive; x = not tested or not shown; [ ] = another dose, or the depositor's remark. Unless noted, calls come from the whole dose curve; as a rule, active = well fitted curve in the direction sought with a large enough effect; inconclusive = small, poorly fitted or top-dose-only effect, or another doubt; inactive = no such curve, though single readings can be large; an effect the other way counts as inactive or inconclusive. Unless noted, % is set by controls: 0 for no effect and ±100 for the full control effect.

molecule	LmPK inhibitor	Sm TGR inh	Tb PYK inh	AmpC inh detg	HCMV antiviral	AmpC inh no detg	AMA1-RON2 inh
COc1ccc(OC)c(S(=O)(=O)N2CCN(c3ccccc3)CC2)c1	1%	-4%	-6%	u	-14	-8%	-2%
CSc1ccc(-c2nc3cnccn3c2Nc2ccc3c(c2)OCO3)cc1	4%	-15%	-21%	-9%	x	10%	u
CC(=O)N(C)c1cccc([N+](=O)[O-])c1	1%	-2%	-6%	7%	15	-22%	-14%
COc1cc(C(=O)Nc2ccc(OCc3cc(=O)n4cc(C)sc4n3)cc2)cc(OC)c1OC	x	-7%	9%	-13%	13	x	x
C#CCOCCOCCOCCNc1nc(N2CCN(C(=O)[C@H]([C@@H](C)CC)n3cc(CCCN=C(N)N)nn3)CC2)nc(N2CCN(C(=O)[C@H](C)n3cc(CCCN=C(N)N)nn3)CC2)n1	1%	-24%	5%	-16%	x	141%[activator]	-17%
Cc1ccc(OCC(=O)NNC(=S)NC(=O)C(C)(C)C)c(Br)c1	-1%	1%	-28%	u	0	-8%	41%[activator]
c1ccc(-c2csc(Cc3nnc4n3CCCCC4)n2)cc1	-7%	12%	2%	u	2	-4%	2%
O=C(NCc1ccccc1Cl)C1CCN(c2cnccn2)CC1	1%	0%	1%	-2%	-3	-47%	-3%
Cc1ccc(OCC(=O)Nc2ccccc2N2CCOCC2)c(C)c1	0%	-3%	-8%	-1%	u	-9%	0%
Cc1ccc(S(=O)(=O)NCc2nc3cccnc3n2Cc2ccccc2Cl)c(C)c1	x	9%	-5%	0%	-25	x	x
CCOC(=O)N1CCN(c2cc(=O)n(-c3ccc(Br)cc3)c(=O)[nH]2)CC1	1%	-24%	-12%	u	5	0.56µM*	5%
Oc1ccc(/C=N/n2c(COc3ccccc3)n[nH]c2=S)c(O)c1	-4%	-22%	u	-3%	98	-44%	72%[activator]
CC(=O)Nc1ccccc1-c1nc2ccccc2n(C(C)C(=O)Nc2ccccc2C(F)(F)F)c1=O (stereo not given)	x	5%	3%	20%	-11	x	x
CCOCCCNC(=O)c1ccc2c(c1)N(Cc1ccccc1)C(=O)CS2=O (stereo not given)	-2%	9%	-3%	u	19	8%	-2%
COc1ccccc1CCNC(=O)CCSc1nc(-c2ccco2)cc(C(F)(F)F)n1	5%	u	-2%	u	-35	7%	0%
CCOC(=O)c1c(/N=C/c2ccc(O)cc2O)sc2c1CCC2	-7%	-22%	x	-8%	x	10µM*	x
CN(C)c1oc(COc2ccc(F)cc2)nc1C#N	-1%	0%	4%	u	64	-9%	1%
COc1ccc(CC(=O)OCC(=O)Nc2ccc3c(c2)OCO3)cc1	7%	-3%	2%	1%	-13	-27%	-3%
C#CCOCCOCCOCCNc1nc(N2CCN(C(=O)CCCCCCCCCCNC(=O)[C@H]([C@@H](C)CC)n3cc(CCCCN=C(N)N)nn3)CC2)nc(N2CCN(C(=O)CCCCCCCCCCNC(=O)[C@H](CCCCN)n3cc(C[C@@H](C)CC)nn3)CC2)n1	x	u	x	-2%	x	289%[activator]	x
CC(=O)Nc1ccc(NC(=O)C(C)OC(=O)c2ccccc2NS(=O)(=O)c2cccs2)cc1 (stereo not given)	-1%	15%	5%	-8%	-1	-26%	-3%

Reformatted field by field: 2 of the compounds above
> CC(=O)Nc1ccccc1-c1nc2ccccc2n(C(C)C(=O)Nc2ccccc2C(F)(F)F)c1=O (stereo not given)
  LmPK inhibitor = x; Sm TGR inh = 5%; Tb PYK inh = 3%; AmpC inh detg = 20%; HCMV antiviral = -11; AmpC inh no detg = x; AMA1-RON2 inh = x

> COc1ccccc1CCNC(=O)CCSc1nc(-c2ccco2)cc(C(F)(F)F)n1
  LmPK inhibitor = 5%; Sm TGR inh = u; Tb PYK inh = -2%; AmpC inh detg = u; HCMV antiviral = -35; AmpC inh no detg = 7%; AMA1-RON2 inh = 0%

Later entries
molecule	LmPK inhibitor	Sm TGR inh	Tb PYK inh	AmpC inh detg	HCMV antiviral	AmpC inh no detg	AMA1-RON2 inh
COCC(=O)N(C)C1(c2nnnn2CCOC(=O)Nc2ccc(Cl)cc2)CCCCC1	-1%	x	1%	-2%	u	19%	7%
COc1ccc(C(=O)NCCSCc2ccccc2Cl)cc1OC	5%	-19%	2%	-5%	-7	-6%	-21%
CCCN(CC(=O)Nc1ccccc1C)C(=O)c1cc2ccccc2oc1=O	x	x	8%	x	-37	x	12%
O=C(CC1C(=O)NCCN1Cc1ccccc1)NCCCOc1cccnc1 (stereo not given)	1%	u	-3%	u	25	1%	2%
CN(C)C(=O)Oc1ccc(-c2cn3cc(C(F)(F)F)ccc3n2)cc1	-7%	-19%	-2%	u	-28	0%	-1%
COc1ccc(CC(=O)N/N=C(\C)c2ccc(Br)s2)cc1	x	x	-2%	x	31	x	-5%
CCN1CC=C2C(C#N)=C(N)C(C#N)(C#N)[C@H](c3cccc(OC)c3OC)[C@H]2C1	-1%	-23%	-1%	u	-18	-19%	15%
Cc1cccc(-c2ccc3ncnc(NCc4cccc(F)c4)c3c2)c1	x	-16%	x	1%	x	-35%	x
CC(=O)N1CCN(CC(=O)Nc2ccc(C)c(S(=O)(=O)N(C)C)c2)CC1	-7%	-1%	-21%	2%	u	-15%	-12%
COc1ccc(CC(=O)Nc2cc(S(=O)(=O)N3CCCCC3)ccc2C)cc1OC	0%	-1%	-16%	0%	-69*	3%	-1%
Cc1c(=O)n(OCc2cccc(F)c2)c2ccccc2[n+]1[O-]	-2%	2%	-1%	-4%	10	-12%	18%
CCN(CC)C(=O)c1cccc2nc3ccccc3nc12	6%	4%	2%	2%	-16	2%	-10%
CCN(CC)CCNC(=O)C1CCCN(c2ncnc3onc(C)c23)C1 (stereo not given)	x	6%	-5%	2%	-1	x	x
O=C1CC(c2cccs2)c2cc3c(cc2N1)OCCO3 (stereo not given)	6%	-24%	-6%	u	9	-18%	1%
CC(Sc1nnc(-c2ccncc2)n1C)C(=O)NCC(=O)Nc1ccc(F)c(F)c1F (stereo not given)	x	x	1%	x	-27	x	5%
CCCN(CCC)C(=O)Cn1c2ccccc2c2nc(=O)cc(C)n21	3%	4%	-2%	u	56	-18%	-6%
CC(=O)ONC(=Nc1ccccc1)c1nonc1N	7%	8%	-1%	3%	-35	-11%	-6%
CC(=O)c1ccc(Oc2nc(C)nc3c2oc2ccccc23)cc1	x	-2%	-2%	-3%	-36	x	x
O=C(NCc1ccc(/C=N\NC(=O)C(=O)Nc2ccccc2Br)o1)C(=O)Nc1ccccc1	-3%	-4%	2%	-9%	-36	-21%	18%
Cn1ccc2cc(-c3ccc4ncnc(NCc5cccc(F)c5)c4c3)ccc21	x	2%	x	-14%	x	-27%	x
O=C(N/N=C/c1ccc(O)cc1)c1nc(-c2ccccc2)n(-c2ccccc2)n1	2%	5%	0%	u	u	-34%	26%
Cc1ccccc1N(C(=O)c1csnn1)C(C(=O)NC(C)(C)C)c1cccs1 (stereo not given)	9%	u	-29%	0%	-10	17%	-16%
COc1ccc(-c2nc(SC)n(S(=O)(=O)c3ccccc3)n2)cc1	-1%	7%	-3%	-18%	34	-15%	-5%
CCOC(=O)CNC(=O)CNC(=O)c1nn(-c2ccc(OC)c(OC)c2)c(=O)c2ccccc12	0%	-12%	-5%	-2%	52	1%	0%
NNC(=S)NCc1ccc2c(c1)OCO2	-4%	-21%	-15%	-12%	46	u	12%
Cc1ccc(S(=O)(=O)N(C)C)cc1NC(=O)COC(=O)C1CC1	x	-5%	0%	0%	-23	-3%	15%
Cc1ccc(C(CNC(=O)Nc2ccc(Cl)cc2)N2CCN(C)CC2)cc1 (stereo not given)	-5%	-1%	1%	-13%	-21	43%	3%
CCOc1ccc(C(=O)Nc2ccc3c(c2)OCCO3)cc1[N+](=O)[O-]	2%	-4%	5%	u	-23	-43%	-2%
COc1cc(OC)nc(NC(=O)NS(=O)(=O)c2ccccc2Cl)n1	-11%	-8%	1%	-4%	-39	-17%	0%
Cc1ccc(NC(=O)NC2(C(=O)NCc3ccccc3)CCCCC2)cc1	-4%	-5%	-4%	0%	-31	u	-2%
CC(C)CCn1c(SCC(=O)c2ccccc2)nc2c1c(=O)[nH]c(=O)n2C	-1%	4%	-2%	4%	-7	x	-10%
CCc1nnc(NC(=O)c2oc3ccc(Br)cc3c2C)s1	x	x	3%	x	-15	-12%	12%
COc1ccc(Oc2cc(C)c3cccc(C)c3n2)cc1	-1%	-8%	3%	u	33	-5%	40%[activator]
COc1cccc(CNC(=O)C2=C(C)C(=O)OC23CCCCCC3)c1	x	21%	-10%[15.4 µM]	-4%	u	x	x
COc1ccc(C(OC(=O)c2ccco2)C(=O)NC2CCCCC2)cc1 (stereo not given)	1%	-18%	-2%	2%	19	-15%	18%
Cn1c(SCC(=O)N2CCCC2)nc2ccccc21	1%	1%	3%	-1%	-8	-10%	10%
CNC(=O)c1nnsc1S(=O)c1ccc(Cl)cc1 (stereo not given)	-3%	0.32µM*	-15%	u	-8	-41%	0%

Structures listed so far with fluorine:
molecule	LmPK inhibitor	Sm TGR inh	Tb PYK inh	AmpC inh detg	HCMV antiviral	AmpC inh no detg	AMA1-RON2 inh
CC(=O)Nc1ccccc1-c1nc2ccccc2n(C(C)C(=O)Nc2ccccc2C(F)(F)F)c1=O (stereo not given)	x	5%	3%	20%	-11	x	x
COc1ccccc1CCNC(=O)CCSc1nc(-c2ccco2)cc(C(F)(F)F)n1	5%	u	-2%	u	-35	7%	0%
CN(C)c1oc(COc2ccc(F)cc2)nc1C#N	-1%	0%	4%	u	64	-9%	1%
CN(C)C(=O)Oc1ccc(-c2cn3cc(C(F)(F)F)ccc3n2)cc1	-7%	-19%	-2%	u	-28	0%	-1%
Cc1cccc(-c2ccc3ncnc(NCc4cccc(F)c4)c3c2)c1	x	-16%	x	1%	x	-35%	x
Cc1c(=O)n(OCc2cccc(F)c2)c2ccccc2[n+]1[O-]	-2%	2%	-1%	-4%	10	-12%	18%
CC(Sc1nnc(-c2ccncc2)n1C)C(=O)NCC(=O)Nc1ccc(F)c(F)c1F (stereo not given)	x	x	1%	x	-27	x	5%
Cn1ccc2cc(-c3ccc4ncnc(NCc5cccc(F)c5)c4c3)ccc21	x	2%	x	-14%	x	-27%	x
